TNAP inh hi DEA: blocks human TNAP under high phosphate acceptor concentration; purified TNAP, CDP-star luminescence, 1 M DEA; 200,000 compounds, 0.03% hits; inhibition, % at 20 µM;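 active = over 50% inhibition of tissue-nonspecific alkaline phosphatase at 20 µM in the single-dose screen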;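 also: plate controls were DMSO wells for no effect and EDTA-quenched wells as full inhibition for full effect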
Target sequence (P05186 whole entry, looked up): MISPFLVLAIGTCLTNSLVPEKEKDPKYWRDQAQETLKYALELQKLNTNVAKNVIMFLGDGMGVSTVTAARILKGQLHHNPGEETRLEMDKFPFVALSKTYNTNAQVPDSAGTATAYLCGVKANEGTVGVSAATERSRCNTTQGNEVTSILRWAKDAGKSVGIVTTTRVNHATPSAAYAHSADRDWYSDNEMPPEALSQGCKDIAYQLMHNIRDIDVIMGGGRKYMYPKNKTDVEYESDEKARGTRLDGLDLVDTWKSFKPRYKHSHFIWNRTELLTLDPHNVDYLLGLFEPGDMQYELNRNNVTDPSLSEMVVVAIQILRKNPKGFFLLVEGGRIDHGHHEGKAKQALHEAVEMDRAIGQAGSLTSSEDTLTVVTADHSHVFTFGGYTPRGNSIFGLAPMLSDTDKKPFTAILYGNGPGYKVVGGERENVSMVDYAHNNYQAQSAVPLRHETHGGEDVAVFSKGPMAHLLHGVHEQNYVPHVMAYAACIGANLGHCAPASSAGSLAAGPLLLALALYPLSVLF
G6PDH counter: inhibits Leuconostoc G6PDH, flagging false hits in G6PDH-based assays; 200,000 compounds, 0.12% hits; AID 1020; Purified L. mesenteroides G6PDH, diaphorase/resazurin coupled fluorescence, 45 min; inhibition, % at 5 µM; in the data active = inhibition above about 50%
FLuc stim CS: affects firefly luciferase, flagging false hits in luciferase stimulation screens. P08659. ATPlite luciferase biochemical, luminescence, 10 min; 0 = ATP-free wells, 1 = DMSO control. activation factor at 10 µM. 200,000 tested, under 10 active. AID 1027;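 active = luciferase activation factor, scaled between plate controls, of at least 2 with compound at 10 µM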
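Assay system: Luciferase/luciferin reagent mix; Medium: PBS as buffer for the ATP substrate; Dosing: test compounds dosed from 2 mM stocks in 100% DMSO; Times: 10 min, room temperature; Signal: luminescence from luciferase reaction; Read-out: luciferase activation; Controls: No-ATP low control, compound-free enzyme-plus-ATP high control.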
TNAP inh noacc: inhibitors of human TNAP without phosphate acceptor; purified TNAP, CDP-star luminescence, 30 min; inhibition, % at 20 µM; P05186; AID 1012; 200,000 compounds, 0.26% hits;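 active = tissue-nonspecific alkaline phosphatase inhibition above about 50% at 20 µM in the single-dose screen, limit read from the data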;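 also: 0% = DMSO negative control and 100% = EDTA positive control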
Diaph act CS: counter-screen for diaphorase-based assays: diaphorase activators and chemical reducers | Diaphorase/resazurin coupled assay, resorufin fluorescence, 16 min; stronger effect = higher value; 1 = vehicle wells, 0 = NADH-free wells | activation factor at 20 µM | 190,000 compounds, 0.005% hits;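 active = diaphorase activity raised at least twofold by the compound at 20 µM; inactive = activation factor below 2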
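System – purified diaphorase enzyme from Clostridium kluyveri · Input – enzyme 0.07 U/mL final · Also added – final NADH 0.114 mM, resazurin 0.1 mM · Measured by – fluorescence of resorufin, 544 nm excitation, 590 nm emission · Timing – 16 min enzyme reaction, ambient temperature · Measure – resorufin increase flagging diaphorase activators or reducers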
Efa HMGR inh: E. faecalis class II HMG-CoA reductase inhibition | 190,000 compounds, 0.41% hits | inhibition, % at 10 µM | purified E. faecalis HMGR, NADPH absorbance 340 nm kinetic;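 active = inhibition above a set limit, the median over all tested compounds plus 3 SD, cut at about 9.5% in these data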;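 also: enzyme runs in reverse so mevalonate oxidation gives rising NADPH absorbance; 0% = complete reaction with DMSO and 100% = background rate lacking mevalonate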
PMI activator: phosphomannose isomerase (human) activation. 190,000 compounds, 0.005% hits. activation factor at 20 µM. purified human PMI, coupled resazurin fluorescence, 20 min; stronger effect = higher value; 1 = vehicle control, 0 substrate-free wells. AID 1214. P34949;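 active = activation factor of 2 or more at 20 µM, relative to plate controls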
Target sequence (P34949 whole entry, looked up): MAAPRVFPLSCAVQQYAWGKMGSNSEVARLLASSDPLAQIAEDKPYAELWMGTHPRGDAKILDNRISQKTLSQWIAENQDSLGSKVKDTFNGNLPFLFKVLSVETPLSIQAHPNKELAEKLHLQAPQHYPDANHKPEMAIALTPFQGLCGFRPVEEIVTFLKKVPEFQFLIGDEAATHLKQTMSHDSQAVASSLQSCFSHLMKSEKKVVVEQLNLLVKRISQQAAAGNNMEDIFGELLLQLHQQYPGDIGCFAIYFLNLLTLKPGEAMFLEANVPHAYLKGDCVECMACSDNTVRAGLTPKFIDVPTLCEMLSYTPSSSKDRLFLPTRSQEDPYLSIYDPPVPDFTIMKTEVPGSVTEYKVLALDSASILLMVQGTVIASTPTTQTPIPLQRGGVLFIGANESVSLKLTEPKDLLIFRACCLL
Diaphorase inh: counter-screen for diaphorase-based assays: diaphorase inhibitors and chemical oxidizers; diaphorase resazurin-to-resorufin fluorescence, NADH, 16 min; bacterial (C. kluyveri) enzyme, not human; inhibition, % at 20 µM; 190,000 compounds, 0.69% hits;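 active = primary screen inhibition at 20 µM above a set limit, cut at about 50% in these data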;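 also: plate controls were DMSO with full reaction for no effect and wells lacking NADH for full effect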
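Detection: fluorescence of resorufin formed from resazurin, Ex 544/Em 590 nm; test system: Clostridium kluyveri diaphorase enzyme; amount: 0.14 U/mL diaphorase, enzyme working solution; times: 16-min room-temperature incubation before reading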
TNAP act hiacc: increases human TNAP activity under high phosphate acceptor concentration. P05186. purified TNAP, CDP-star luminescence, 1 M DEA, 30 min; stronger effect = higher value; 0 = EDTA background, 1 = DMSO-only activity. activation factor at 20 µM. 200,000 tested, under 10 active. AID 1136;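 active = activation factor at least 2 at 20 µM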
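system = human TNAP | amount = enzyme diluted 1/800 final | reagent = 100 µM CDP-star substrate | signal = luminescent substrate turnover signal | dosing = one dose, 20 µM | benchmarks = EDTA negative control, DMSO positive control | measure = activation factor | timing = 30 min reaction, room temperature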
PMI act hi M6P: activators of human phosphomannose isomerase at near-saturating mannose 6-phosphate | P34949 | coupled PMI enzyme assay, resazurin fluorescence, 20 min; stronger effect = higher value; 1 = untreated enzyme, 0 = substrate-free blank | activation factor at 20 µM | 190,000 compounds, 0.34% hits | AID 1216;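 active = activation factor of 2 or more at 20 µM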
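Test system: Human PMI in coupled enzyme assay | Input: 15 ng/mL PMI | Medium: HEPES-buffered pH 7.4 with magnesium and detergent | Compound: One concentration, 20 µM, in 1% DMSO | Incubation: Enzyme reaction with compound 20 min at room temperature | Detection: Diaphorase-driven resazurin-to-resorufin fluorescence, excitation 544, emission 590 nm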
* hit, by the source's call; / = no result given.

Each structure is followed by: TNAP inh hi DEA	G6PDH counter	FLuc stim CS	TNAP inh noacc	Diaph act CS	Efa HMGR inh	PMI activator	Diaphorase inh	TNAP act hiacc	PMI act hi M6P
> COc1ccccc1C(=O)Nc1ccc(C(=O)N2CCCC2)cc1
  1	0	0.9	-5	0.9	-5	0.9	8	1	0.9
> Cc1ccc(S(=O)(=O)NC(=O)c2ccc(-c3ccc(-c4ccccc4)cc3)o2)c(C)c1
  -4	8	1	-9	0.9	8	1	15	1	0.9
> O=C(O)c1cc(-c2cccs2)nn1-c1cccc(Cl)c1
  0	3	1	2	1	-4	1.1	-4	1	1.1
> NS(=O)(=O)c1ccc(NC(=O)COC(=O)C23CC4CC(CC(C4)C2)C3)cc1
  -5	15	1	-3	1	-5	1	2	1.1	1
> COCCCN(C(=S)Nc1c(C)cc(C)cc1C)C(C)c1ccncc1 (stereo not drawn)
  0	-3	1	-18	0.9	0	0.9	5	1	1
> Clc1ccc(CSc2ncn(-c3ccccc3)n2)cc1
  -4	9	1	-4	1.1	-7	1.1	-6	1	1
> CCCOc1ccc(C(=O)NCCCn2ccnc2)cc1
  -2	8	1	-6	0.9	-2	0.9	8	1	0.9
> Cc1ccc2[nH]c(=O)cc(C(=O)OCC(=O)c3ccc(F)cc3)c2c1
  -2	2	1.1	-2	0.9	0	1	7	1	0.9
> CCN(CC)S(=O)(=O)c1cccc(-c2nnc(SCC(=O)NC3CCCCCC3)n2N)c1
  -4	8	1.1	-6	0.9	-2	1.1	9	1	1.1
> CCOC(=O)c1c(C(F)(F)F)nc2ncccn12
  -4	1	1	-11	0.9	-3	0.9	11	1	1.1
> CC(C)c1nnc(NC(=O)c2cccnc2)s1
  -9	10	1	-3	1.1	-7	1.1	-13	1.1	1.2
> COC(=O)CSc1nc2c(c(C3CC=CCC3)c1C#N)CCC2 (stereo not drawn)
  -8	5	1.1	-8	0.8	/	1	23	1.1	0.9
> Brc1ccc(OCc2ccccc2)c(CNCc2ccncc2)c1
  -4	12	1	-4	1	-1	1	-4	1	1.1
> O=C(NC1CCCCC1)c1ccc(S(=O)(=O)c2ccccc2)cc1
  -6	20	1	-4	0.9	0	0.9	15	1.1	0.9
> CC1=NNC(=O)C1CC(=O)N/N=C(\C)c1cccs1 (stereo not drawn)
  5	0	1	-8	1	7	1	4	1	1
> O=C(Nc1ccc2nc(-c3ccco3)c(-c3ccco3)nc2c1)NC1CC1
  12	22	0.8	4	0.2	2	1.3	80*	0.9	1
> CCCNCC1C(Oc2ccc(Cl)cc2)C(=O)N1c1ccccc1C (stereo not drawn)
  3	6	1.1	-13	1	4	1	-2	1	1.1
> Cc1[nH]c2ccccc2c1C(=O)CSc1ncn[nH]1
  -5	-1	1.1	-8	0.9	5	1.1	9	1	1
> O=C(Nc1ccc2c(c1)OCCO2)C(=S)NCc1ccccc1
  -1	7	0.8	-108	0.8	-3	0.8	19	1	0.9
> CN(C)C(=O)c1snnc1-c1ccccc1
  -8	16	1	-7	0.9	-9	0.9	14	1.1	0.9
> O=C(CNC(=O)Cc1ccccc1)NCC(=O)OCC(=O)c1ccc(Cl)cc1
  1	-1	1	-6	1.1	-1	1	-5	1	1.1
> C=CCn1c(SCc2nc3sc4c(c3c(=O)[nH]2)CCCC4)nc2ccccc2c1=O
  0	17	1	-14	0.8	-1	1	16	1	0.9
> Cc1ccc(CN(Cc2cc3cc4c(cc3[nH]c2=O)OCCO4)Cc2nnnn2Cc2ccco2)cc1
  -5	19	1	-4	0.4	0	0.6	58*	1.1	0.8
> CCN(CC(=O)Nc1ccc2c(c1)OCCO2)Cc1cc(=O)oc2c(C)c(C)ccc12
  -2	7	1	-8	0.9	-6	1.3	8	1	1.3
> CCN(CC)C(=O)CSc1nc(N)c(C(=O)Nc2ccc(OC)cc2)s1
  0	5	0.9	-4	0.9	-3	1	14	1	1
> COc1ccc2c(C)cc(SCC(=O)Nc3c(C)n(C)n(-c4ccccc4)c3=O)nc2c1
  -4	4	1	-13	0.7	-1	0.9	26	1	0.9
> CC(=O)Nc1ccc(S(=O)(=O)N2CCN(c3cnn(C)c(=O)c3Cl)CC2)cc1
  1	9	1	0	1	-4	1	4	1	0.9
> Cc1ccc(Cn2ccc(NC(=O)c3nn(C)cc3Cl)n2)cc1
  1	4	0.7	-4	0.9	2	0.9	12	1	0.9
> CCOc1ccc(/C(O)=C2/C(=O)C(=O)N(CC3CCCO3)C2c2ccco2)cc1 (stereo not drawn)
  -1	4	1	-13	1	29*	1.1	5	1	0.9
> COC(=O)COc1cc(Cl)c(C=O)cc1OC
  -1	4	1	-5	0.9	-4	0.9	13	1	0.9
> O=C(CCN1C(=O)COc2ccccc21)NCCCN1CCc2ccccc2C1
  -2	6	1	-5	1	0	0.9	3	1	1
> O=C(Nc1ccn(Cc2ccccc2)n1)c1n[nH]c([N+](=O)[O-])c1Cl
  -5	3	0.2	-5	0.8	-4	1.1	20	1	1.1
> CN(C)/C(CN1CCOCC1)=C1\N=C(c2ccccc2)OC1=O
  0	5	1	-4	0.9	-1	0.9	8	1	0.9
> CC(C)(CNC(=O)C1CCCC1)CNC(=O)C1CCCC1
  -7	4	1.1	-15	0.9	1	1	12	1.1	1
> Cc1oncc1-c1csc(-c2ccccc2)n1
  -6	-3	0.9	-18	0.8	-1	1	17	1.1	1
> COc1ccc(CNC(=O)C2CC(c3cccc(OC)c3)=NO2)cc1 (stereo not drawn)
  -8	4	1	-4	1.1	-2	1	-7	1.1	1
> CN(C)CCNC(=O)C12CC3(C)CC(C)(CC(C)(C3)C1)C2
  -2	1	1	-7	0.9	-4	1	14	1	1
> COc1ccc(NC(=S)N2CCN(C(=O)c3ccccc3)CC2)cc1
  -3	1	1	-11	1	-10	1	4	1	1
> O=C(CSc1nnc2c(n1)[nH]c1ccc(S(=O)(=O)N3CCOCC3)cc12)Nc1ccccc1Cl
  -8	3	1	-29	0.8	-2	1	18	1.1	0.9
> COCCNC(=O)COC(=O)c1[nH]c(C)c(C(C)=O)c1C
  -4	2	1	-9	1	-8	1	1	1	1.1
> CCOC(=O)COc1ccccc1-c1ccno1
  -5	-5	1.1	-9	0.9	-7	1	10	1.1	1
> CCC(CO)NCc1ccccc1OC(C)C (stereo not drawn)
  -5	8	1.1	-7	0.9	2	1	10	1.1	1
> O=C(OCC(O)CN1CCCCC1)C12CC3CC(CC(C3)C1)C2 (stereo not drawn)
  -8	14	1	-11	0.9	-5	0.9	12	1.1	0.9
> COc1ccc(/C=N/NS(=O)(=O)c2ccccc2)cc1OS(=O)(=O)c1ccccc1
  -6	0	1	-13	0.8	8	0.9	19	1.1	1
> Cc1nc(NCCc2ccccc2)c(C#N)c(C)c1[N+](=O)[O-]
  2	9	1	0	0.9	-2	0.8	12	1	0.9
> Cc1oc(-c2ccc(Cl)cc2)nc1CN1CCC(C(=O)NCc2cccs2)CC1
  -3	5	1	-14	0.9	0	0.9	10	1	1

Entries shown so far with an aryl methoxy group, in the order listed:
Each structure is followed by: TNAP inh hi DEA	G6PDH counter	FLuc stim CS	TNAP inh noacc	Diaph act CS	Efa HMGR inh	PMI activator	Diaphorase inh	TNAP act hiacc	PMI act hi M6P
> COc1ccccc1C(=O)Nc1ccc(C(=O)N2CCCC2)cc1
  1	0	0.9	-5	0.9	-5	0.9	8	1	0.9
> CCN(CC)C(=O)CSc1nc(N)c(C(=O)Nc2ccc(OC)cc2)s1
  0	5	0.9	-4	0.9	-3	1	14	1	1
> COc1ccc2c(C)cc(SCC(=O)Nc3c(C)n(C)n(-c4ccccc4)c3=O)nc2c1
  -4	4	1	-13	0.7	-1	0.9	26	1	0.9
> COC(=O)COc1cc(Cl)c(C=O)cc1OC
  -1	4	1	-5	0.9	-4	0.9	13	1	0.9
> COc1ccc(CNC(=O)C2CC(c3cccc(OC)c3)=NO2)cc1 (stereo not drawn)
  -8	4	1	-4	1.1	-2	1	-7	1.1	1
> COc1ccc(NC(=S)N2CCN(C(=O)c3ccccc3)CC2)cc1
  -3	1	1	-11	1	-10	1	4	1	1
> COc1ccc(/C=N/NS(=O)(=O)c2ccccc2)cc1OS(=O)(=O)c1ccccc1
  -6	0	1	-13	0.8	8	0.9	19	1.1	1

High-throughput results: PubChem, several laboratories
